GPR55 beta-arrestin = GPR55 agonists via beta-arrestin recruitment, primary screen, imaging, U2OS cells, beta-arrestin-GFP redistribution (AID 1961); G-protein coupled receptor 55 (Homo sapiens); hit rate 0.048% among 290,000; U2OS GPR55 beta-arrestin-GFP redistribution imaging; higher % means a stronger effect; one-dose activation, % at 10 µM; EC50 in µM for titrated hits;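 active = activation above 40% with more than 50 cells counted in the well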;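 note: U2OS osteosarcoma cells stably expressing GPR55 and beta-arrestin-GFP; plate controls were DMSO negative control for no effect and LPI positive control for full effect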
HIV peptide binding = inhibitors of HIV fusion peptide binding, primary screen, biochemical, uHTS, fluorescence dequenching (AID 1986); cell-free peptide binding, fluorescence dequenching, 30 min; higher % means a stronger effect; inhibition, % at 20 µM, or IC50 in µM where a hit was titrated; hit rate 0.3% among 290,000; in the data active = inhibition mostly above about 52%, no sharp cut-off; inactive = mostly below about 76%; note: some results filed as inactive read as strong as hits
KOR beta-arrestin-1 = KOR antagonists, beta-arrestin recruitment, cell-based, luminescence, uHTS (AID 1778). hit rate 0.091% among 290,000. Kappa-type opioid receptor (Homo sapiens). inhibition, % at 10 µM, or IC50 in µM where a hit was titrated. KOR beta-arrestin recruitment, luminescence, antagonist mode; higher % means a stronger effect; in the data active = inhibition above about 50%; note: strong numbers were not always called active
NOD1 NF-kB reporter = NOD1 signaling inhibitors, primary screen, cell-based, luminescence, uHTS (AID 1578); NOD1-driven NF-kB luciferase reporter cells, luminescence; higher % means a stronger effect; hit rate 1% among 290,000; inhibition, % at 4 µM; hits with a dose series show EC50 in µM; in the data active = inhibition mostly above about 36%, no sharp cut-off; inactive = mostly below about 34%;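 note: HEK-293T reporter cells stimulated with the NOD1 agonist gamma-tri-DAP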
AID2073 = inhibitors of Mint1-CaV2.2 protein interaction, biochemical, HTRF (AID 2073). inhibition, % at 20 µM; hits with a dose series show IC50 in µM. HTRF protein-protein interaction, Mint1-CaV2.2; higher % means a stronger effect. hit rate 0.19% among 290,000; in the data active = inhibition mostly above about 51%, no sharp cut-off; note: some results filed as inactive read as strong as hits
GPR35 antagonists = GPR35 antagonists blocking zaprinast-driven arrestin recruitment, primary screen, imaging, U2OS, beta-arrestin-GFP, zaprinast agonist (AID 2058); one-dose inhibition, % at 10 µM; IC50 in µM for titrated hits; U2OS GPR35 beta-arrestin-GFP translocation imaging, zaprinast antagonism; higher % means a stronger effect; G-protein coupled receptor 35 (Homo sapiens); hit rate 0.052% among 290,000;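 active = inhibition of at least 50% with at least 30 cells and total cytoplasm GFP at most 10,000,000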
KOR beta-arrestin-2 = KOR agonists, beta-arrestin recruitment, primary screen, cell-based, luminescence, uHTS (AID 1777). KOR beta-arrestin recruitment, luminescence; higher % means a stronger effect. hit rate 0.02% among 280,000. one-dose activation, % at 10 µM; EC50 in µM for titrated hits. Kappa-type opioid receptor (Homo sapiens); in the data active = activation above about 50%, passing the limit was not always enough; note: a part of the inactive calls stands beside numbers as strong as those of hits
GPR55 LPI antagonism = GPR55 antagonists blocking LPI-driven arrestin recruitment, primary screen, imaging, U2OS, beta-arrestin-GFP, LPI agonist (AID 2013). G-protein coupled receptor 55 (Homo sapiens). U2OS GPR55 beta-arrestin-GFP translocation imaging, LPI antagonism; higher % means a stronger effect. hit rate 0.13% among 290,000. inhibition, % at 10 µM; hits with a dose series show IC50 in µM;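 active = spots per cell inhibited over 60%, with over 100 cells counted and total cytoplasm intensity under 500,000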;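 note: U2OS cells stably carrying GPR55 and arrestin-GFP stimulated by 5 µM LPI near EC80; imaged beta-arrestin-GFP aggregate spots per cell after agonist stimulation; plate controls were LPI-stimulated DMSO wells for no effect and DMSO wells without LPI for full effect; some results filed as inactive read as strong as hits; confirmed hits need IC50 under 10 µM and bright autofluorescent wells are also inconclusive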
SIAH1 antagonists = Siah-1 peptide-binding antagonists, primary screen, biochemical, fluorescence polarization, rhodamine-plectin, uHTS (AID 1817); Siah-1 / rhodamine-plectin peptide fluorescence polarization; higher % means a stronger effect; E3 ubiquitin-protein ligase SIAH1 (Homo sapiens); hit rate 0.02% among 290,000; displacement, % at 20 µM; hits with a dose series show IC50 in µM;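 active = displacement of at least 50% at 20 µM, with a fluorescence ratio check between 0.3 and a set limit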;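 note: plate controls were Siah plus tracer with DMSO for no effect and tracer alone without Siah for full effect; strong numbers were not always called active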
An asterisk follows results filed as active; x = no result given; & = joins results of further samples; [ ] = dose if it differs, or a comment. Some of the compounds tested; count on the stated rates, not on these rows.

SMILES	GPR55 beta-arrestin	HIV peptide binding	KOR beta-arrestin-1	NOD1 NF-kB reporter	AID2073	GPR35 antagonists	KOR beta-arrestin-2	GPR55 LPI antagonism	SIAH1 antagonists
CC(NC(=O)c1cccs1)C(c1cccs1)N1CCOCC1 (configuration not stated)	0.1%	-0.3%	4%	3%	14%	1%	3.8%	-4%	-11%
Cc1ccc(-c2nnn(CC(=O)N(c3ccc(F)cc3)C(C(=O)NC3CCCC3)c3ccco3)n2)o1 (configuration not stated)	-0.2%	-1.7%	10%	-7%	3%	12%	1.4%	21%	-1%
COc1cc2c(cc1OC)CN(C(C)C(=O)N1CCc3ccccc31)CC2 (configuration not stated)	0.0%	-2.3%	-33%	1%	1%	14%	-3.8%	5%	1%
C=CCN(CC=C)S(=O)(=O)c1ccc(NC(=S)NC(=O)/C=C/c2ccc(C)cc2)cc1	-0.1%	0.6%	36%	-12%	-2%	-3%	-1.9%	4%	4%
CCOc1cc(NC(=S)NCC2CCCO2)c(OCC)cc1NC(=O)c1ccc(F)cc1 (configuration not stated)	-0.1%	-2.9%	-31%[20 µM]	-27%	-12%	11%	x	0%	-6%
OCCCc1cn(CC2CCCCC2)nn1	0.0%	-0.9%	-24%[20 µM]	-11%	-7%	14%	0.5%	-2%	0%
O=C(/C=C/c1cccc2ccccc12)NCCC1=CCCCC1	-0.1%	-0.6%	-12%	-54%	4%	13%	2.8%	0%	0%
CCc1cccc(C)c1NC(=O)COC(=O)c1ccc2c(c1)S(=O)(=O)c1ccccc1C2=O	0.2%	-1.7%	29%	-23%	-8%	-4%	0.4%	-8%	3%
CC(C)n1c(N2CCN(S(=O)(=O)c3cccc([N+](=O)[O-])c3)CC2)nc2ccccc21	-0.1%	0.6%	-2%	-16%	-4%	0%	6.4%	0%	4%
O=C(O)c1sccc1Oc1ccc(NS(=O)(=O)c2cccc(F)c2)cc1	0.0%	1.4%	25%	5%	13%	19%	2.7%	-4%	-4%
Cc1c(Cl)c(C(=O)N2CCCc3ccccc32)nn1C	0.1%	-2.3%	-9%	1%	16%	1%	4.1%	-9%	-5%
N/C(=N\OC(=O)c1ccc(F)cc1)c1ccccc1	-0.1%	-2.3%	15%	6%	-7%	-15%	1.5%	-2%	1%
CC(=O)Nc1cccc(-n2nnc(SCC(=O)c3ccccc3)n2)c1	0.2%	-1.7%	17%	-20%	-9%	4%	3.4%	-1%	12%
COC(=O)Cc1ccc(NC(=O)c2ccc(C)c(C)c2)cc1	-0.1%	0.1%	-32%	-39%	-12%	-4%	4.7%	10%	-2%
Cc1ccc(N2C(=O)CC(C)(C)CC2=O)cc1Cl	-0.1%	1.4%	-23%[20 µM]	-11%	8%	4%	x	10%	1%
O=S(=O)(NCC1OCCc2ccccc21)c1ccccc1 (configuration not stated)	-0.1%	1.3%	0%	-14%	47%	-3%	-3.6%	-7%	1%
Cc1c(CC(=O)N2CCN(C(=O)C3COc4ccccc4O3)CC2)c(=O)oc2cc(O)ccc12 (configuration not stated)	-0.1%	2.0%	-22%	1%	42%	5%	-18%	10%	4%
O=C(NCCc1ccccc1)C1CCN(C(=O)NCc2ccccc2)CC1	0.0%	0.5%	10%	-25%	-5%	10%	-2.7%	-8%	2%
COc1ccc(S(=O)(=O)N(C)CC(=O)N2CCC(C(N)=O)CC2)cc1Cl	-0.1%	-0.3%	-2%	x	-5%	6%	-0.1%	-2%	1%
CCOc1ccc(/C(O)=C2/C(=O)C(=O)N(c3ncccn3)C2c2ccccc2)cc1 (configuration not stated)	-0.2%	-0.8%	16%	92%*	7%	19%	-0.3%	10%	-11%
COc1ccc(-n2c(=O)c3ccccc3n(CC(=O)NC3CCCC3)c2=O)cc1	-0.1%	0.4%	17%	-15%	7%	11%	3.0%	1%	-4%
CCOC(=O)c1c(C)nc(C(Cl)(Cl)Cl)nc1N	-0.1%	1.8%	5%[20 µM]	-28%	-7%	-14%	-4.1%	-16%	-5%
CCOP(=O)(OCC)/C(=N/OC(=O)c1ccc(OC)cc1)C(N)=O	-0.1%	0.2%	51%	2%	5%	10%	1.9%	-6%	5%
O=c1c(-c2ccc(Br)cc2)coc2c(CN3CCCCC3)c(O)ccc12	-0.1%	0.9%	27%	-2%	40%	-8%	-1.5%	9%	-2%
Cc1c(-c2cccc(Cl)c2)nc2ccccc2c1C(=O)OC/C(O)=C(\C#N)c1nc2ccccc2[nH]1	-0.2%	14%	-73%	-3%	46%	-9%	9.1%	-18%	-12%
O=C(CSc1nnc2scc(-c3ccccc3)n12)c1ccc2c(c1)OCCO2	-0.2%	1.2%	-4%	-16%	-4%	-11%	10%	-1%	2%
COC(=O)/C=C1/N/C(=N\c2nc(C)cc(C)n2)N(c2cccc(C)c2)C1=O	-0.2%	-0.3%	23%	-16%	-6%	4%	-0.5%	5%	2%
CCOc1ccc(CCNC(=O)COC(=O)c2ccc(C)s2)cc1OCC	-0.1%	-0.7%	-19%	34%	8%	2%	14%	-11%	-8%
CC(=O)C1=C(O)C(=O)N(CCC(=O)O)C1c1cccc(F)c1 (configuration not stated)	-0.2%	1.7%	16%	-8%	-1%	8%	6.0%	0%	0%
COc1cc(SC)ccc1C(=O)Nc1ccc(Br)cn1	-0.2%	0.4%	8%	-3%	6%	-5%	2.9%	4%	12%
CC(C)CN(C(=O)COC(=O)CCCc1c[nH]c2ccccc12)c1c(N)n(Cc2ccccc2)c(=O)[nH]c1=O	-0.1%	0.4%	12%	-15%	10%	0%	2.8%	-1%	-3%
COc1ccccc1N1CCN(CC(O)COc2cccc3ccccc23)CC1 (configuration not stated)	-0.1%&-0.5%	0.5%&-2.1%	-14%&-4%	-20%&-5%	1%&3%	-6%&-24%	2.4%&-3.2%	-6%&6%	-9%&11%
Cc1ccc(Nc2ncnc3sc(C)c(C)c23)cc1	-0.3%	0.5%	0%	-28%	3%	-5%	-2.7%	6%	2%
CC(=O)Nc1ccc(NC(=O)CCCN2C(=O)c3ccccc3C2=O)cc1	-0.1%	1.0%	28%[20 µM]	-28%	25%	-1%	-3.4%	3%	0%
C/C(CC(=O)Nc1c(C)cc(C)cc1C)=N\NC(=O)OC(C)(C)C	-0.4%	-2.2%	26%	-15%	3%	5%	6.0%	15%	12%
Cc1ccccc1Oc1ncnc2sccc12	-0.1%	-3.1%	-24%	-6%	4%	-5%	7.2%	6%	-1%
COc1ccc(-c2noc(CSc3nc4ccccc4c(=O)n3-c3ccc(C)cc3)n2)cc1	-0.1%	-0.1%	-5%	16%	4%	-3%	11%	-4%	7%
CCN(C(=O)COC(=O)c1c(NC(C)=O)sc(C)c1C)C1CCS(=O)(=O)C1 (configuration not stated)	-0.3%	-1.5%	-5%	32%	-3%	-10%	2.2%	-5%	-6%
O=C(NC1CCCCCC1)C1CCC(CNS(=O)(=O)c2ccc(Br)s2)CC1 (configuration not stated)	0.6%	2.1%	6%	15%	18%	-8%	25%	6%	10%
Cc1ccc(NC(=O)CCC(=O)NNC(=O)c2ccccc2)c(C)c1	-0.1%	1.1%	-30%[20 µM]	-7%	-1%	-4%	-0.6%	-7%	9%

Compounds from the list above that have a COOH group (2):
SMILES	GPR55 beta-arrestin	HIV peptide binding	KOR beta-arrestin-1	NOD1 NF-kB reporter	AID2073	GPR35 antagonists	KOR beta-arrestin-2	GPR55 LPI antagonism	SIAH1 antagonists
O=C(O)c1sccc1Oc1ccc(NS(=O)(=O)c2cccc(F)c2)cc1	0.0%	1.4%	25%	5%	13%	19%	2.7%	-4%	-4%
CC(=O)C1=C(O)C(=O)N(CCC(=O)O)C1c1cccc(F)c1 (configuration not stated)	-0.2%	1.7%	16%	-8%	-1%	8%	6.0%	0%	0%

Continued.
SMILES	GPR55 beta-arrestin	HIV peptide binding	KOR beta-arrestin-1	NOD1 NF-kB reporter	AID2073	GPR35 antagonists	KOR beta-arrestin-2	GPR55 LPI antagonism	SIAH1 antagonists
O=C(Cc1coc2cc3c(cc12)CCC3)OCc1cc(=O)n2c(n1)sc1ccccc12	0.0%	7.7%	-31%	-10%	8%	-13%	0.6%	4%	1%
Cc1cc(C)n(/N=C/c2cccc(O)c2)c(=O)c1C(N)=O	0.0%	0.5%	38%	-8%	0%	15%	-3.7%	40%	1%
FC(F)(F)c1nc2ccccc2n2c(-c3ccc(Cl)cc3)nnc12	0.0%	-2.8%	23%	-31%	5%	9%	-0.2%	4%	1%
CCN(CC)S(=O)(=O)c1cccc(C(=O)OC2CCOC2=O)c1 (configuration not stated)	-0.2%	-0.3%	-12%	-30%	-15%	2%	-1.2%	0%	4%
CC(=O)Nc1ccc(S(=O)(=O)NNC(=O)c2ccc3c(c2)OCO3)cc1	0.0%	0.0%	-38%	14%	8%	0%	-1.0%	0%	-5%
Cc1ccc(NC(=S)N(Cc2ccco2)C(C)c2cccs2)cc1 (configuration not stated)	-0.3%	2.0%	9%	-17%	-26%	2%	-2.5%	13%	6%
CCOc1ccc(S(=O)(=O)N(CC)CC(=O)N2CCCC2)cc1	-0.1%	1.4%	-31%[20 µM]	-16%	-5%	-17%	10%	4%	-4%
CCOC(=O)CN(c1ccccc1C)S(=O)(=O)c1ccc(Cl)cc1	0.9%	0.4%	-22%	21%	4%	1%	3.4%	-10%	-6%
O=C(Nc1ccc(-c2n[nH]c(=S)o2)cc1)c1ccccc1Cl	-0.2%	9.6%	-10%[20 µM]	-5%	-1%	2%	4.7%	-13%	-7%
COc1cccc(C(=O)C2CCCN(C(=O)c3ccccc3Cl)C2)c1 (configuration not stated)	-0.1%	-0.2%	-6%	-8%	-4%	-6%	-0.3%	0%	8%
Cc1ccc(NCc2ccccc2F)cc1	-0.3%	0.8%	-17%	-18%	3%	0%	-1.2%	20%	4%
COc1ccc2c(CC(=O)OCC(=O)c3ccccc3OC)coc2c1	0.0%	0.2%	11%	-6%	-1%	1%	-6.2%	-15%	5%
CNS(=O)(=O)c1cnccc1N1CCN(C)CC1	1.0%	-0.4%	-2%	-29%	0%	-4%	2.7%	3%	-1%
O=C(O)CCNc1nc(C(F)(F)F)nc2ccccc12	-0.2%	0.2%	-5%	-46%	-2%	6%	-3.5%	-7%	5%
CC1CCCN(CCC(=O)Nc2ccc3c(c2)CCC3)C1 (configuration not stated)	0.0%	2.8%	-29%	-30%	20%	0%	6.3%	0%	-2%
Cc1ccc(C(=O)N2CCN(S(=O)(=O)N3CCCCC3)CC2)cc1	-0.1%	2.5%	-29%	-21%	6%	8%	8.7%	12%	-6%
O=C1OC(c2ccccc2)/C(=C(/O)c2ccc(Cl)cc2)C1=O (configuration not stated)	-0.1%	-3.5%	x	-93%	-9%	4%	-0.7%	-5%	-7%

Screening data: PubChem, Sanford-Burnham Center for Chemical Genomics
